# INS-1E GSIS act: GLuc luminescence reporter in INS-1E cells, primary screen for activators of glucose-dependent secretion of insulin. activation, % at 16.6 µM. AID 743287. 370,000 compounds, 0.61% hits. INS-1E GLuc reporter insulin secretion, 2-3 h;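 active means lowest replicate activation of at least 40%, so every replicate reaches that level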;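 further: 0% = median of neutral control wells and 100% = median of IBMX positive control wells; some compounds called inactive have numbers as strong as hits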
# miR122 inh: blocks miR-122 activity in Huh7 sensor cells | Huh7 miR-122 Renilla luciferase sensor, 48 h; neutral wells = 0, positive control = 100 | AID 602342 | activation (reporter increase), % at 12.5 µM | 340,000 compounds, 0.3% hits;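 active means mean replicate activation score at least 90 and every replicate individually at or above 90; inconclusive means only one of the two criteria met; inactive means neither criterion met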;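 further: higher luciferase means less miR-122 activity so hits act as miR-122 inhibitors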
# F508del corr: correctors of CFTR F508del function in bronchial epithelial cells; 350,000 compounds, 0.36% hits; CFBE cells, YFP halide quenching; stimulated with forskolin plus potentiator P3; % fluorescence drop versus neutral controls; AID 720511; activity (quench increase), % at 7.58 µM;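 active means mean added fluorescence quench of at least 8% versus neutral control, with both replicates also reaching 8%; inconclusive means only one of the mean or replicate conditions met; inactive means mean below 8% and not both replicates reaching 8%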;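 further: cells transiently co-express mutant CFTR-F508del with the halide-sensitive YFP; corrector assay measuring rescue of mutant channel to the surface after 24 h compound exposure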
# EWS-Fli block: EWS/Fli transcriptional activity inhibition; AID 651661; inhibition, % at 12.6 µM; A673 NR0B1-luciferase reporter, viability-normalised; 350,000 compounds, 0.67% hits;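 active means mean inhibition of at least 50% after viability correction, with every replicate also passing that limit; inconclusive means mean reaches 50% but only one of two replicates passes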;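 further: firefly luciferase signal divided by Alamar Blue viability fluorescence both relative to DMSO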
# DENV2 CPE rescue: DENV2-induced cell death inhibition; DENV2-infected cells, cytopathic effect rescue, plate reader; CPE inhibition, % at 9.99 µM; 350,000 compounds, 1.7% hits; in the data active means CPE inhibition above about 20%, passing the limit was not always enough; inconclusive means no clear call, values can overlap the other calls; tested in BHK-21 cells;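 further: 0% = median of neutral control wells and 100% = median of positive control wells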
# PAX8 inh HTS: inhibitors of PAX8 transcriptional activity in RMG-I cells | inhibition, % at 12.6 µM | 360,000 compounds, 1.2% hits | RMG-I TPO-luciferase reporter, SteadyGlo, 24 h | AID 652154;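 active means mean replicate inhibition at least 60% with every replicate also reaching 60%; inconclusive means only one of the two criteria is met; inactive means mean below 60% and not all replicates reaching 60%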;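 further: luciferase light reporting Pax8 driven TPO promoter activity; plate controls were median of neutral control wells for no effect and mitoxantrone controls for full effect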
# FN deposition inh: fibronectin deposition inhibition; 350,000 compounds, 0.086% hits; AH1F fibroblasts, Alexa488-fibronectin deposition fluorescence, overnight; inhibition, % at 12.6 µM;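 active means mean inhibition across replicates of 30% or more, regardless of how many single replicates reach that level; inconclusive means mean under 30% yet at least half of replicates reach 30%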;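 further: positive control wells lacked labelled fibronectin entirely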
#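 test system = AH1F fibroblasts assembling fluorescent fibronectin matrix | quantity = 10000 AH1F cells per well | buffer or medium = DMEM plus 2% serum, read in PBS | doses = single dose, pinned | incubation = 1 h cell attachment, overnight exposure to compound and label | detection = fluorescence at 485 nm excitation, 525 nm emission | read-out basis = inhibition from reduced deposited-fibronectin fluorescence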
# Numbers without * were called inactive; ? = inconclusive; / = not tested or not shown; & = joins results of further samples; [ ] = dose if it differs, or a comment.
SMILES,INS-1E GSIS act,miR122 inh,F508del corr,EWS-Fli block,DENV2 CPE rescue,PAX8 inh HTS,FN deposition inh
Cc1cc(=O)[nH]c(SCC(=O)Nc2nc(-c3ccccc3)c(-c3ccccc3)o2)n1,25,/,2.7,-9,12,-15,-8
Cc1noc(C)c1S(=O)(=O)Nc1ccc2c(c1)CC(=O)N([C@@H](C)CO)C[C@@H](C)[C@@H](CN(C)S(=O)(=O)c1ccccc1)O2,-17,0[16.7 µM],-1.0,-6,-5,-18,/
COC(=O)CCCC1=CC2=CC(=O)C(C)(OC(=O)c3cccs3)C(=O)C2=CN1c1ccc(OC)cc1 (stereo not given),-11,1,2.3,-2,/,20,4
CC(C)CC#Cc1ccc([C@H]2[C@H](CO)N3C(=O)CN(S(=O)(=O)c4cccc(F)c4)C[C@@H]23)cc1,-18,/,1.4,6,2,/,-3
CC(OC(=O)Cc1ccccc1F)C(=O)Nc1ccc(Cl)cn1 (stereo not given),-13,/,-1.3,-4,-7,-7,/
CC(=O)Nc1ccc(S(=O)(=O)NCCNC(=O)c2ccccc2F)cc1,2,7,/,/,/,-13,-14
CC(=O)c1c(C)[nH]c(C(=O)COC(=O)CCSc2ccccc2)c1C,-1,0,-3.1,2,2,-15,/
COc1ccc(/C=N/NC(=O)CCC(=O)Nc2ccc(Br)cc2)c(OC)c1,-16,28,1.6,7,-4,-24,-4
CCN(CC)CCNC(=O)Cc1nn(Cc2ccccc2)c(=O)c2ccccc12,20,2,-1.4,1,-2,3,4
C[C@@H]1CN([C@@H](C)CO)C(=O)c2cccc(NC(=O)Nc3ccc4c(c3)OCO4)c2O[C@@H]1CN(C)Cc1ccccc1,-3,14[16.7 µM],1.3,-8,16,-19,-7
COC(=O)c1ccc2c(=O)n(CCCCCC(=O)NCc3ccccn3)c(=O)[nH]c2c1,17,-6,/,/,/,-3,3
O=C(Nc1ccccc1C(F)(F)F)NC1CCCCC1,2,3,-0.2,-7,/,/,/
C[C@@H]1CN([C@H](C)CO)S(=O)(=O)c2ccc(C#Cc3cccnc3)cc2O[C@@H]1CN(C)CC1CCOCC1,13,20[16.7 µM],2.1,-1,7,3,-6
N=C1c2ccccc2CN1c1ccc(N2CCOCC2)c(S(=O)(=O)Nc2ccc(Cl)cc2)c1,-2,/,-2.9,11,/,22,3
COc1ccccc1NC(=O)N1c2ccccc2NC(=O)CC1C (stereo not given),8,-2,-1.6,4,-3,-12,-1
O=C(Nc1nccs1)c1ccc2c(c1)C(=O)N(Cc1cccnc1)C2=O,-6,-5,-2.4,-3,-4,-7,1
COc1ccc(OCC(O)CNC(=O)Nc2cccc3ccccc23)cc1 (stereo not given),/,-2,0.0,19,1,24,6
C[C@@H]1CN([C@H](C)CO)C(=O)c2cc(NC(=O)c3ccccc3)ccc2O[C@@H](C)CCCCO[C@H]1CN(C)C(=O)C1CCCCC1,-15,2[16.7 µM],0.1,8,0,/,/
COC(=O)Cc1ccc(NC(=O)c2ccc(C)c(C)c2)cc1,/,-4,/,/,/,-136,5
C[C@H](CO)N1C[C@H](C)[C@H](CN(C)C(=O)Nc2ccc3c(c2)OCO3)Oc2ncc(C#Cc3ccccc3)cc2C1=O,-19,-7[16.7 µM],0.1,1,0,/,21
CCOC(=O)c1c(C)nc2sc3c(=O)[nH]cnc3c2c1-c1ccc(OC)cc1,34,0,/,/,/,15,2
COc1ccc(/C=C2\SC(=O)N(CC(=O)NNC(=O)c3ccccc3O)C2=O)cc1,2,/,1.2,-12,10,6,-1
CCN1CCN(C(=O)CS(=O)(=O)Cc2nc(-c3ccccc3C)oc2C)CC1,-1,-6,4.2,4,1,-2,5
Nc1cc(N)nc(CS)n1,2,-5,1.2,0,-1,8,3
Cc1ccc(Cl)cc1NC(=O)CN1C(=O)NC(C)(C2CC2)C1=O (stereo not given),/,/,-2.4,5,-7,7,2
Cc1ccc(NC(=O)c2cc([N+](=O)[O-])ccc2N2CCCC2)cc1,8,/,-0.7,5,-3,3,1
CC(=O)N(CCN1CCOCC1)Cc1cc2cc3c(cc2nc1Cl)OCO3,6,-1,-4.1,11,1,-1,/
COc1cc(/C=C2\SC(=O)N(c3ccc(Cl)cc3)C2=O)cc([N+](=O)[O-])c1O,16,/,/,-5,-1,-6,/
C[C@@H]1CN([C@H](C)CO)C(=O)c2cccc(NC(=O)C3CC3)c2O[C@@H]1CN(C)Cc1ccc(C(F)(F)F)cc1,0,6[16.7 µM],0.9,-1,0,/,/
Cc1nc(C(=O)Nc2cc(Cl)ccc2Cl)nn1-c1cc(OC(C)C)c(Cl)cc1Cl,/,2,/,/,/,16,5
COCC(=O)N(C[C@H]1N[C@@H](CO)[C@@H]1c1ccc(C2=CCCC2)cc1)C(C)C,-35,50[16.7 µM],0.2,-1,?,-13,-4
CO[C@H]1CN(C)C(=O)c2cc(NC(=O)CC(F)(F)F)ccc2OC[C@H](C)N(C(=O)C2CCCCC2)C[C@H]1C,1,/,-0.8,-8,50*,-21,-4
O=S(=O)(NCc1csc(-c2cccnc2)n1)c1ccc(Br)cc1,19,/,-3.5,-1,8,6,20
Cc1c2c(nc3ccccc13)CCC(C)C2 (stereo not given),0,/,-0.9,-8,5,-13,4
O=C(Nc1ccc(-c2nc3cccnc3s2)cc1)c1ccc(Cl)nc1,-14,28,-0.6,-69,?,-127,-5
CC(=O)c1cccc(NC(=O)c2cnn3ccccc23)c1,/,/,4.5,-62,2,-111,-6
C[C@H]1CN([C@@H](C)CO)C(=O)c2cc(NC(=O)CCCCCC(=O)Nc3ccccc3N)ccc2O[C@H]1CN(C)CC1CCCCC1,11,/,-1.9,-12,-2,10,/
COc1ccc(C(=O)NCc2ccc(F)cc2)cc1S(=O)(=O)N1CCCC1,7,18,-1.2,6,1,11,4
NC(=O)C1CC(=O)N(c2ccc(OCc3ccc(Cl)c(Cl)c3)cc2)C1 (stereo not given),-22,3,-4.0,-76,-2,-200,2
CN(C)c1ccc(-c2noc(-c3ccccc3O)n2)cc1,/,6,/,/,/,-204,7
COc1cccc(Cl)c1NC(=O)N1CCc2c([nH]c3ccccc23)C1C(F)(F)F (stereo not given),-7,/,0.2,7,-1,26,-6
COc1cccc(NC(=O)N(C)C[C@H]2OCc3ccccc3-c3ccccc3C(=O)N([C@H](C)CO)C[C@H]2C)c1,7,/,-1.4,-3,?,-10,-4
CCc1ccc(NC(=O)CCc2ccc(CC)o2)cc1,-25,-2,-1.4,-27,-3,13,3
NC(Cc1ccc(F)cc1)c1csc(Nc2nccc(C(F)(F)F)n2)n1 (stereo not given),/,-5,2.7,5,?,15,5
COc1ccc(/C=C/C(=O)NCC(=O)N2CCC(N(C)CCN3CCOCC3)CC2)cc1OC,-2,15,-3.9,-1,-1,23,-2
CC1Sc2ccc(C(=O)Nc3ncccc3O)cc2NC1=O (stereo not given),17,-5,-3.0,-2,-1,-51,/
COc1ccc(/C(C#N)=C/c2ccccn2)cc1,-5,/,-0.7,-81,1,-224,1
Cc1ccc(NC(=C(C#N)C#N)c2ccccc2)cc1,17,-14,-1.2,-8,?,-23,5
Nc1nc2c(ncn2COC(CO)CO)c(=O)[nH]1,/,-3,-1.4,-11,11,-8,0&-9
CCCc1nc(SCC(=O)N2CCC(Cc3ccccc3)CC2)c2c(=O)n(C)c(=O)n(C)c2n1,54,-4,-0.9,4,7,-1,-8
CO[C@@H]1CN(C)C(=O)c2cc(NC(=O)c3ccno3)ccc2OC[C@H](C)NC[C@@H]1C,2,17[16.7 µM],-3.4,-22,-7,-6,6
C/C(=N/NC(=O)c1cccs1)c1cccs1,/,0,2.2,-86,2,-41,3
C[C@H](CO)N1C[C@H](C)[C@@H](CN(C)C(=O)Nc2ccc(C(F)(F)F)cc2)Oc2ccc(NS(=O)(=O)c3ccc(F)cc3)cc2C1=O,-12&-32,9,0.5&-2.6,-18&0,?,-6&16,-6
O=C(CN1CCCCCCC1)NC(=O)NC1CCCCC1,2,/,-1.0,-17,0,-53,/
CCCCn1c(N)c(N(CCOC)C(=O)c2cccc(OCc3ccccc3)c2)c(=O)[nH]c1=O,14,/,2.1,-10,3,-4,-13
Cc1ccccc1OC(C)C(=O)Nc1ccc2c(c1)OCCO2 (stereo not given),4,/,-2.2,/,-13,-42,/
COc1ccc(CCNC(=O)CN2C(=O)COc3ccc(S(=O)(=O)N4CCOCC4)cc32)cc1OC,/,0,-1.8,-1,9,-8,-5
CC(=O)NC(CC(=O)O)c1ccccc1 (stereo not given),/,-8,-2.5,-6,-3,0,1
CN1c2ccc(-c3cccc(F)c3)cc2[C@@H]2[C@@H](CCN2S(=O)(=O)c2cccc(F)c2)[C@H]1CO,-36,-1[16.7 µM],-0.6,8,19,2,-4
CCOC(=O)N1CCC(NCCNC(=O)c2ccco2)CC1,-7,-5,-2.1,12,1,6,-3

# Remaining list, next part:
SMILES,INS-1E GSIS act,miR122 inh,F508del corr,EWS-Fli block,DENV2 CPE rescue,PAX8 inh HTS,FN deposition inh
COc1ccc(/C=N/Nc2nnc(Cc3ccccc3)c(=O)[nH]2)cc1OC,19,/,0.3,-35,/,-37,-1
O=[N+]([O-])c1cc(/C=N/n2c(-c3ccncc3)n[nH]c2=S)ccc1Cl,13,/,/,/,/,1,-4
COc1ccc(C(C)=O)cc1CC(=O)Nc1cccc(S(=O)(=O)N2CCOCC2)c1,-13,/,-1.7,-16,-2,3,2
Cc1ccc(-c2cc(C(=O)NCC(c3ccccc3)N(C)C)c3ccccc3n2)o1 (stereo not given),-8,-8,0.7,-7,-6,11,18
C[C@H]1CN([C@@H](C)CO)C(=O)c2cccc(NC(=O)Nc3ccc(C(F)(F)F)cc3)c2O[C@H]1CN(C)S(=O)(=O)c1ccccc1,-8,-1[16.7 µM],-2.1,-12,/,5,/
CCCn1c2ccccc2c2cnn(CC(=O)NC3CCCCC3)c(=O)c21,7,20,-2.5,/,-11,0,-16
COc1ccccc1/C=C1\SC(=S)N(Nc2nc(C)cc(C)n2)C1=O,-4,0,/,/,/,/,6
CN1C(=O)c2cc(NC(=O)c3ccc4c(c3)OCO4)ccc2OC[C@H]2O[C@@H](CC(=O)O)CC[C@@H]21,-2,-33[16.7 µM],-1.3,-17,40*,-17,-14
O=C(c1cccc(F)c1)N1C[C@H]2[C@@H](c3ccccc31)[C@H](CO)N2C(=O)c1cccc(F)c1,36,20[16.7 µM],0.9,3,-9,-7,-3
Cc1ccccc1-c1noc(-c2cccs2)n1,3,11,-2.2,-137,11,-74,-7
O=C(CN1C(=O)c2ccccc2S1(=O)=O)c1cccc(Br)c1,0,5,-2.3,47,4,1,-1
Cc1cc(C)c(C(=O)CN2C(=O)NC3(CCC(C)CC3)C2=O)cc1C (stereo not given),23,-7,0.8,10,0,5,-8
O=[N+]([O-])c1ccc(N2CCCC2)cc1NC1CC1,25,-11,-2.2,14,-1,22,7
Cc1ccc(S(=O)(=O)N2CCOCC2)cc1NC(=O)COC(=O)CNC(=O)c1ccc(Oc2ccccc2)cc1,13,/,/,-3,-3,7,11
O=C(Cc1ccc(Cl)c(Cl)c1)Nc1ccc2[nH]c(=O)[nH]c2c1,-6,/,-0.9,5,3,-15,1
O=C(N[C@@H](Cc1ccccc1)Cn1cc(CN2C(=O)COC[C@H]2c2ccccc2)nn1)c1ccccc1,/,/,-2.4,-35,-3,-9,/

# Compound activity: PubChem, Broad Institute

# An unsorted share of the library, and some 3.9% of all compounds hit somewhere here.
